Screening data deposited in PubChem by National Center for Advancing Translational Sciences (NCATS).
EPAC1 ag: activates human EPAC1 exchange factor; O95398; EPAC1 agonist qHTS, biochemical assay; response scale: 100% = response to 6.5 mM cAMP; Potency, µM (highest dose often 154 µM), for the others: at the top dose activation, usual class: activators; hit rate 0.073% among 360,000; AID 720707; note: potency is the fitted concentration of half-maximal effect; nearly all actives have a fitted effect of over 60% in size
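Nucleotide exchange assay: 100 nM EPAC1 with 250 nM Rap1B loaded with BODIPY-GDP and 50 uM GDP, room temperature. Fluorescence (480/540 nm) read every 5 min for 30 min; signal change normalized to 6.5 mM cAMP as full agonist.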
PI5P4Ka inh: PI5P4K alpha (human) kinase inhibition; max response, %; AID 652105; hit rate 1.2% among 330,000; P48426; PI5P4Kalpha enzyme, ADP-Glo luminescence, 60 min; hits give low values; active = max response of -50% or lower; inconclusive = between -30% and -50%; inactive = -30% or higher; note: value at the top dose of about 77 µM; % is set by controls: 0 for no effect and ±100 for the full control effect
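Single end-point luminescence (ADP-Glo) quantified ADP from PI5P4Kalpha turnover; ATP 5 microM final, 1 h at RT, 0.1% CHAPS and 0.28 mM EGTA in HEPES pH 7.4.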
PLK1 PBD inh: blocks phosphopeptide binding to human PLK1 polo-box domain | Potency, µM, without a hit: max response, negative = inhibition, hits mostly inhibitors | AID 720504 | Plk1 PBD binding of FITC phosphopeptide, fluorescence polarization | hit rate 2.8% among 360,000; note: potency is the fitted concentration of half-maximal effect; series mostly up to about 57 µM; % is set by controls: 0 for no effect and ±100 for the full control effect; nearly all actives have a fitted effect of over 65% in size
WRN inhibitor: blocks human WRN helicase | Q14191 | WRN helicase unwinding, fluorescent forked duplex, kinetic | Potency, µM (titrated, usually from 114 µM), inactives show top-dose activity change, negative = inhibition, usual class: inhibitors | hit rate 0.46% among 360,000 | AID 651768; note: potency is the fitted concentration of half-maximal effect; % is set by controls: 0 for no effect and ±100 for the full control effect; nearly all actives have a fitted effect of over 55% in size
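Enzyme (20 nM final) and test compound sit together 15 min at room temperature before substrate addition. Substrate is a single-forked duplex oligonucleotide (100 nM) labelled with fluorophore and quencher, with 2 mM ATP; helicase unwinding raises red fluorescence, read kinetically.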
CCT chaperon mod: changes cytosolic chaperonin activity; purified chaperonin ATPase assay, HTRF ADP detection, 30 min; activity change, % (concentration not given with the values), hits read low; hit rate 0.3% among 360,000; AID 651819; in the data active = activity change below about -30%; note: % is set by controls: 0 for no effect and ±100 for the full control effect
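TRiC (40 or 20 nM final, by batch activity) in 30 mM Tris pH 7.4, 100 mM KCl, 5 mM MgCl2, 1 mM DTT was treated with compound at 76 uM single dose, then 10 uM ATP, 30 min at 37 °C. ADP was read by HTRF Transcreener.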
Mm-Cpn inhibitor: inhibitors of Methanococcus maripaludis chaperonin (MmCpn); AID 504842; purified Mm-Cpn ATPase, ADP Transcreener TR-FRET; hit rate 0.031% among 330,000; Potency, µM (doses to about 76.9 µM), inactives show top-dose activity, negative = inhibition, most hits filed as inhibitors; note: potency is the fitted concentration of half-maximal effect; % is set by controls: 0 for no effect and ±100 for the full control effect; nearly all actives have a fitted effect of over 80% in size
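Purified archaeal Mm-CPN (25nM final) preincubated 10 min at 37degC with compound, then 10uM ATP for 30 min at 37degC; ADP measured by HTRF Transcreener TR-FRET; buffer 30 mM TRIS pH 7.4, 100mM KCl, 5mM MgCl2, 1mM DTT.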
EPAC2 antagonist: blocks human EPAC2 exchange factor | Q8WZA2 | EPAC2 GEF exchange of Rap1B-BODIPY-GDP, fluorescence | Potency, µM (titrated, usually from 114 µM), for inactives: at the top dose activity, negative = inhibition, actives largely listed as inhibitors | hit rate 0.18% among 360,000 | AID 720708; note: potency is the fitted concentration of half-maximal effect; % is set by controls: 0 for no effect and ±100 for the full control effect; nearly all actives have a fitted effect of over 45% in size; many of its hits are not listed in these tables
Target sequence (Q8WZA2 whole entry, looked up): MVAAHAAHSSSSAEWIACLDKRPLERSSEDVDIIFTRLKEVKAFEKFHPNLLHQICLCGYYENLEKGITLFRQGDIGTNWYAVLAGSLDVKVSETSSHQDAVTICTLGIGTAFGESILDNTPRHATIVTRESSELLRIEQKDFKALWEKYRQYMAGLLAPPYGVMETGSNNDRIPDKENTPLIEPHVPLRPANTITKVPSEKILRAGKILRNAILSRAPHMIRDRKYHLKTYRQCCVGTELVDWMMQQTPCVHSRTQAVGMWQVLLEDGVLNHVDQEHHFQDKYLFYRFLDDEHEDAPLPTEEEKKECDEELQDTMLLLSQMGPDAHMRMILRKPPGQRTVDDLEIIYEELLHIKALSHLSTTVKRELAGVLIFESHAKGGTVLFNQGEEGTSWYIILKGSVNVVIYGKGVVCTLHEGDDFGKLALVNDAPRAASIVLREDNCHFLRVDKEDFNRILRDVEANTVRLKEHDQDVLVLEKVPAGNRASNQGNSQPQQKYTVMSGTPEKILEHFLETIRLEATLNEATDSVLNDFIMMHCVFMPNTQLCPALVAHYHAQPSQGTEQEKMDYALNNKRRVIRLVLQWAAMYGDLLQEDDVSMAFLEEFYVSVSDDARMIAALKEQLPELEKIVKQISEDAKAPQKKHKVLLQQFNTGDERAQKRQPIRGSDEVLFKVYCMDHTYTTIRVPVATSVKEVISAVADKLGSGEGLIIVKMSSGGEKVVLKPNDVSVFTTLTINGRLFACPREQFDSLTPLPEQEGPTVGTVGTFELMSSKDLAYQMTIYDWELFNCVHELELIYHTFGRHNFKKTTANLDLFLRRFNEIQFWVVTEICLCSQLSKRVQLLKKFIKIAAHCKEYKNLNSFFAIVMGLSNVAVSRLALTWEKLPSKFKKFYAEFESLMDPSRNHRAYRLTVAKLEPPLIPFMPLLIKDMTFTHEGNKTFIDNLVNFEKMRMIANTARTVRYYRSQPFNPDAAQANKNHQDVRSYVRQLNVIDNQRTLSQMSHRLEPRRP
EPAC1 antagonist: antagonists of human EPAC1; O95398; EPAC1 GEF assay, Rap1b-BODIPY-GDP exchange fluorescence; Potency, µM (doses to about 115 µM), inactives show at the highest dose activity change, negative = inhibition, actives largely listed as inhibitors; hit rate 0.14% among 360,000; AID 720709;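 note: potency is the fitted concentration of half-maximal effect; plate controls were vehicle for no effect and positive control for full effect; nearly all actives have a fitted effect of over 50% in size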
Starred values were filed as active, the others as inactive; ? = inconclusive; / = not tested or not shown; [ ] = dose if it differs, or a comment. Unless noted, calls come from the whole dose curve; as a rule, active = well fitted curve in the direction sought with a large enough effect; inconclusive = small, poorly fitted or top-dose-only effect, or another doubt; inactive = no such curve, though single readings can be large; an effect the other way counts as inactive or inconclusive. A portion of the library; the hit share may differ from the screen's.

Each structure is followed by: EPAC1 ag, PI5P4Ka inh, PLK1 PBD inh, WRN inhibitor, CCT chaperon mod, Mm-Cpn inhibitor, EPAC2 antagonist, EPAC1 antagonist
CC1CCCCC1NC(=O)COC(=O)c1ccc2c(=O)n3c(nc2c1)CCC3 (configuration not stated)
    2%, -5, 1%, 7%, 1.8, -3%, 4%, -15%
COc1cc(/C=C/C(=O)OCC(=O)N2CCCC2)ccc1OCC#N
    8%, 3, -8%, 3%, -0.5, -3%, -7%, 2%
NC(=O)c1nsc(C(=O)N(c2ccccc2)C(C(=O)NCc2ccc(F)cc2)c2ccco2)c1N (configuration not stated)
    -11%, 2, -19%, -1%, 1.3, -2%, 4%, -5%
Cc1csc(SCc2nc3sc4c(c3c(=O)[nH]2)CCC4)n1
    7%, /, -7%, 1%, -2.5, 0%, 5%, 2%
O=C(NNC(=O)c1cc(-c2ccc(Br)cc2)nc2ccccc12)c1csc(N2CCOCC2)n1
    6%, -5, -4%, 6%, 3.0, /, 8%, 12%
CCCCNc1c(-c2cccc(-c3ccc(OC)cc3)c2)nc2cc(C)ccn12
    3%, ?, -2%, -2%, -1.8, -2%, -3%, -8%
Cc1ccc2nc(C3CCCN(C(=S)Nc4ccccc4C)C3)[nH]c2c1 (configuration not stated)
    -17%, /, -1%, -1%, -5.8, 0%, 4%, 6%
COc1cc(CCCN2CCNC[C@H]2Cc2cccc3ccccc23)cc(OC)c1OC
    -10%, 3, -14%, 1%, -0.2, -1%, 15%, -11%
O=[N+]([O-])c1cc([N+](=O)[O-])c(Oc2cc(Cl)ccc2Cl)cc1NC1CCCCCCC1
    0%, -1, -21%, -1%, 0.1, 0%, 10%, -13%
Cc1ccc(NC(=O)c2ccc3snnc3c2)cc1
    0%, 7, -19%, -7%, -0.4, 3%, -4%, -17%
O=C(CP(=O)(CO)CO)c1ccc(Cl)cc1
    -1%, /, 3%, 3%, -0.7, 0%, 9%, 5%
CCCCC(=O)NNC(=S)NC(=O)CCC
    6%, -10, -8%, 0%, 0.2, 0%, 4%, 14%
Cc1ccc(-c2csc(N=C(N)N)n2)c(C)c1
    -3%, -5, -8%, -3%, 0.1, 1%, -7%, 13%
Oc1ccc(/C=N/N2CCN(C3c4ccccc4-c4ccccc43)CC2)cc1O
    23%, -30, -4%, -9%, -0.1, 3%, -1%, -29%
CCN(C(=O)COC(=O)c1ccc(Cl)cc1N)C1CCCCC1
    -5%, 4, -1%, -1%, -1.2, 1%, 8%, 5%
C/C(=N\Nc1ccccc1C(=O)O)c1ccncc1
    -11%, ?, -9%, -19%, 0.3, 0%, 8%, -11%
COc1ccc(C(=O)OCCc2ccc(O)cc2)cc1
    2%, -4, 3%, -8%, 0.4, 2%, -29%, -6%
CCCn1c(C2CC(=O)N(c3cc(OC)ccc3OC)C2)nc2ccccc21 (configuration not stated)
    -2%, -4, -22%, -7%, 0.3, -5%, 4%, -16%
COc1ccc(NC(=O)CN2CCC(C)CC2)cc1
    3%, /, -1%, 9%, -2.6, 1%, 6%, -2%
Cc1cc(OCCOCCNC(C)C)cc(C)c1Cl
    2%, 5, 1%, -5%, -2.7, -1%, 5%, 11%
Cc1cc(Oc2cnn(C(C)(C)C)c(=O)c2Cl)cc(C(C)C)c1
    -5%, -7, -5%, 1%, -1.6, 2%, -10%, -2%
C/C=C/c1ccc(OCc2cc(=O)n3cc(C)ccc3n2)c(OC)c1
    -11%, -11, -9%, -17%, -2.9, 3%, -9%, -3%
COc1ccccc1NS(=O)(=O)c1cc(NC(=O)/C=C/c2cccs2)ccc1N1CCOCC1
    8%, -9, -13%, -7%, -0.7, 3%, 0%, -13%
C=CCN(CC=C)C(=O)Nc1cc(Cl)ccc1OC
    1%, /, -4%, -2%, -3.3, 1%, 3%, -6%
CCCS(=O)(=O)NC(=O)C1(C)CCCN(C(=O)c2cc(F)ccc2C)C1 (configuration not stated)
    -13%, 1, 2%, 4%, 0.7, /, 4%, 3%
COC(=O)[C@@H](NC(=O)N(C1CCCCC1)C1CCCCC1)C(C)C
    -1%, /, -3%, 6%, 0.9, 1%, 1%, 2%
CC(OC(=O)CCN=C1NS(=O)(=O)c2ccccc21)C(=O)NCc1ccccc1 (configuration not stated)
    -5%, -5, -1%, -1%, -1.8, 0%, 14%, 3%
CC(C)[C@H](NC(=O)c1ccc(F)cc1)C(=O)N(C)Cc1cccs1
    3%, -2, -1%, 9%, -0.2, 2%, 1%, 4%
COc1cc2c(cc1OC)CN(C(=O)c1ccc(S(=O)(=O)N3CCCC3)cc1)CC2
    -11%, 1, -8%, 10%, -0.5, 0%, 11%, 2%
CCc1ccc(OCC(=O)NNC(=O)c2cc(S(=O)(=O)N(C)C)ccc2N2CCCC2)cc1
    -1%, 1, -3%, -19%, -0.3, 1%, -24%, -15%

Whole records, looked up by structure.
CCc1ccc(OCC(=O)NNC(=O)c2cc(S(=O)(=O)N(C)C)ccc2N2CCCC2)cc1 in the list: EPAC1 ag = -1%; PI5P4Ka inh = 1; PLK1 PBD inh = -3%; WRN inhibitor = -19%; CCT chaperon mod = -0.3; Mm-Cpn inhibitor = 1%; EPAC2 antagonist = -24%; EPAC1 antagonist = -15%
CC(OC(=O)CCN=C1NS(=O)(=O)c2ccccc21)C(=O)NCc1ccccc1 (configuration not stated) in the list: EPAC1 ag = -5%; PI5P4Ka inh = -5; PLK1 PBD inh = -1%; WRN inhibitor = -1%; CCT chaperon mod = -1.8; Mm-Cpn inhibitor = 0%; EPAC2 antagonist = 14%; EPAC1 antagonist = 3%

Later entries
Each structure is followed by: EPAC1 ag, PI5P4Ka inh, PLK1 PBD inh, WRN inhibitor, CCT chaperon mod, Mm-Cpn inhibitor, EPAC2 antagonist, EPAC1 antagonist
CCCNC(=O)CCn1cc(-c2ccc(OC)cc2)nc1CCN
    -10%, -5, -17%, -21%, -2.4, -1%, 9%, 0%
CCc1ccc(NC(=O)COc2coc(CN3CCN(c4ccccc4)CC3)cc2=O)cc1
    -12%, -1, -6%, -5%, -1.2, 0%, 2%, 3%
CC(C)NC(=O)NC(=O)COC(=O)c1ccccc1O
    6%, 6, 6%, 0%[57.1 µM], 1.8, 0%, -8%, -13%
COc1ccc(-c2ccc(C(=O)NCCN3CCOCC3)c3occc23)c(C)c1
    -8%, 3, -11%, 3%, 0.3, /, ?, -18%
COc1ccc(CN2CCCCCC2)c(C)c1C
    10%, /, -7%, 7%, -1.7, 0%, 3%, 10%
COc1ccc(OC)c(NC(=O)CSc2nnc(C)n2Cc2ccccc2)c1
    9%, /, 0%, -5%, -49*, 0%, -3%, 13%
COc1cccc2c3cccc(OC)c3c3[nH]cnc3c12
    0%, -11, 0%, 7%, -1.1, /, -5%, -1%
CCOc1ccc(OCCOc2cccc(C(F)(F)F)c2)cc1
    -6%, 24, -11%, -4%, -1.1, 1%, 4%, 6%
COc1ccc(N(CC(=O)N/N=C/c2ccco2)S(=O)(=O)c2ccccc2)cc1Cl
    -1%, 2, 3%, -5%, 0.3, 4%, 3%, 2%
Cc1csc(NC(=O)CSc2nncs2)n1
    2%, -2, -14%, 19%, -1.2, 1%, -5%, -12%
CC1(C(=O)NS(=O)(=O)c2ccccc2Cl)CCN1C(=O)c1ccccc1 (configuration not stated)
    6%, 1, 4%, -3%, -4.4, /, 15%, 2%
CCOC(=O)[C@H]1[C@H]2COc3ccccc3[C@@H]2N2C(=O)c3ccc(Cl)cc3NC(=O)[C@@]12C
    -22%, -4, -5%, -1%, 0.2, 0%, -4%, -8%
Nc1ccc(C2(c3ccc(N)cc3)OC(=O)c3ccccc32)cc1
    5%, 1, -9%, 3%, -1.9, -12%, -3%, -28%
CC1CCC2(CC1)NC(=O)N(CC(=O)NC(=O)Nc1ccc3c(c1)OCCO3)C2=O (configuration not stated)
    -4%, 1, 0%, -6%, -1.6, -3%, 4%, -29%
CN(CCc1ccccc1)C(=O)c1cccc(NC(=O)Cc2cccc(NC(=O)C3CCN(C(=O)C4CC4)CC3)c2)c1
    3%, -1, -8%, -2%, -0.7, /, 7%, -24%
CCOC(=O)C1CCN(C(=O)Cc2c(C(=O)O)n(CC)c3ccccc23)CC1
    1%, /, -2%, -11%, -3.4, -6%, -3%, -3%
CCc1nc2c(OCc3ccccc3C)cccn2c1N(C)C(=O)c1ccco1
    -4%, 0, -10%, -11%, 0.7, /, -14%, -7%
COc1ccc(OCC(=O)Nc2cccc(NC(=O)COc3ccc(OC)cc3)n2)cc1
    13%, /, -13%, 2%, 0.6, 0%, -3%, -8%
COc1cccc(OC)c1OCCCCCCN1CCN(C)CC1
    9%, 0, -1%, -9%, -0.6, -2%, 14%, -28%
O=C(c1ccccc1SCc1ccccc1)N1CCOCC1
    -3%, 10, -23%, 2%, -1.7, 6%, -3%, 5%

Next section; the last 2 above are carried over.
Each structure is followed by: EPAC1 ag, PI5P4Ka inh, PLK1 PBD inh, WRN inhibitor, CCT chaperon mod, Mm-Cpn inhibitor, EPAC2 antagonist, EPAC1 antagonist
COc1cccc(OC)c1OCCCCCCN1CCN(C)CC1
    9%, 0, -1%, -9%, -0.6, -2%, 14%, -28%
O=C(c1ccccc1SCc1ccccc1)N1CCOCC1
    -3%, 10, -23%, 2%, -1.7, 6%, -3%, 5%
Cc1cc(C)cc(NC(=S)NCc2cccn2C)c1
    6%, /, -3%, -9%, 0.9, -2%, -4%, -4%
O=C1OC2(CCCCC2)OC(=O)C1=CNc1ccc2c(c1)OCO2
    5%, /, -4%, -5%, -2.6, -1%, 2%, 13%
Cc1c(Cl)cccc1NC(=S)NCc1ccco1
    -3%, -4, -4%, -2%, -5.3, 0%, -7%, -3%
CCCCn1c(N)c(N(CCOC)C(=O)CSc2nnc(-c3ccncc3)n2CCC)c(=O)[nH]c1=O
    11%, 0, -10%, -3%, 0.8, 0%, -2%, 9%
CCn1c(SCC(=O)Nc2nccs2)nnc1-c1ccc(C)cc1
    0%, /, -4%, 0%, -0.5, 0%, 2%, -14%
NS(=O)(=O)c1cccc(NC(=O)COC(=O)C2CCN(S(=O)(=O)c3cccs3)CC2)c1
    0%, -11, -1%, -1%, -3.5, -1%, -7%, -15%
O=C(CSc1nc2ccccc2[nH]1)Nc1ccc2[nH]c(=O)[nH]c2c1
    -9%, -22, -10%, -13%, -1.9, -24%, -1%, -1%
CCOc1cc(C(=O)NC)cc(OCC)c1OCC
    6%, /, -7%, 7%, -0.8, 0%, 1%, 22%
